GC-A act = GC-A (human) enzyme activation. activation, % at 10 µM. HEK293 GC-A cells, cGMP TR-FRET, EC30 ANP; 0% at EC30 ANP, 100% saturating ANP. 0.14% of 370,000 active; in the data active means activation above about 40%
MBD2 inh = inhibitors of human MBD2 binding to methylated oligonucleotide | Q9UBB5 | TR-FRET | inhibition, % at 4.4 µM | 0.31% of 370,000 active; in the data active means inhibition above about 13%
HTRA1 inhibitor = blocks human HTRA1 serine peptidase. Q92743. recombinant HTRA1, FP-rhodamine activity-based probe, fluorescence polarization. inhibition, % at 5.96 µM. 0.5% of 340,000 active; in the data active means inhibition above about 36%;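 further: 0% = enzyme with DMSO and 100% = wells lacking enzyme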
NPR2 activator = GC-B (human) receptor activation; HEK293-GC-B cells, CNP EC30, cGMP TR-FRET; 0% at EC30 CNP, 100% saturating CNP; activation, % at 10 µM; 0.11% of 370,000 active;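 active means activation at 10 µM reaching about 35% in either raw or pattern-adjusted values, limit read from the data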
TCR-CD3 inh = blocks the human TCR-CD3 interaction | AID 651800 | TAMRA-labeled TCR probe fluorescence, biochemical | inhibition, % at 9.4 µM | 0.37% of 360,000 active; in the data active means inhibition above about 19%;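 further: recombinant mutant TCR 2C K166C tagged with TAMRA read by polarization; 0% = receptor in buffer alone and 100% = receptor with positive control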
rCAG RNA binder = molecules binding r(CAG) RNA repeats; r(CAG) RNA repeat, TO-PRO-1 dye displacement fluorescence; inhibition, % at 3 µM; 1.3% of 370,000 active;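 active means inhibition above the plate cutoff, the mean of all test compounds on that plate plus 3 SD, cut at about 35% in these data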;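 further: 0% = DMSO alone and 100% = 100 µM mitoxantrone as full dye displacement; higher means more dye released from RNA so lower well fluorescence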
UHRF1 MBD2 ctr = UHRF1 methyl-DNA binding inhibition; inhibition, % at 4.4 µM; 0.75% of 370,000 active; Q96T88; AID 687016; UHRF1 binding to methylated oligo, TR-FRET; in the data active means inhibition above about 21%;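 further: UHRF1 SRA domain binding a hemimethylated CpG hairpin DNA probe; 0% = median of test compound wells and 100% = reference inhibitor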
Target sequence (Q96T88 whole entry, looked up, the tested form may be a part): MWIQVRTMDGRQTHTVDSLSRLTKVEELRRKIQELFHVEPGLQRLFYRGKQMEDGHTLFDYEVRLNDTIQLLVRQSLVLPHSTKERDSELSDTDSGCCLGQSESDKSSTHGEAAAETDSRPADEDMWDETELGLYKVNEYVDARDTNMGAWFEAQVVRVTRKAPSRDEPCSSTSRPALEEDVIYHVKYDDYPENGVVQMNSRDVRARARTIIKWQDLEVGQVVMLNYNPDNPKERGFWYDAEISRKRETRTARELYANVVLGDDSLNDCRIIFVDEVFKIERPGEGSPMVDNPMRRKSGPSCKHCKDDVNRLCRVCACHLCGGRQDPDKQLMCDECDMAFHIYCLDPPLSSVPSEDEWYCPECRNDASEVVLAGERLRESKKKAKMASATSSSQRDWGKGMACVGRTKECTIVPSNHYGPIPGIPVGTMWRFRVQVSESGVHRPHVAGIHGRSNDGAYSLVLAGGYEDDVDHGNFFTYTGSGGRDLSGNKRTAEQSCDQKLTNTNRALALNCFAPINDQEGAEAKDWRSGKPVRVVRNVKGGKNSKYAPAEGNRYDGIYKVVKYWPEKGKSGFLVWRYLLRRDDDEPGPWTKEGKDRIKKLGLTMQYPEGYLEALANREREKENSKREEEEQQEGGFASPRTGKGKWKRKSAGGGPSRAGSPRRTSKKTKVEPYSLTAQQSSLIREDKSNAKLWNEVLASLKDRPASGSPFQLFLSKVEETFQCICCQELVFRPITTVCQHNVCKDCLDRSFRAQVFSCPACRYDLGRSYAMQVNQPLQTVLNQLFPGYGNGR
mABHD4 FP = inhibits mouse alpha/beta hydrolase domain 4; purified mABHD4, FP-Rh probe fluorescence polarization; inhibition, % at 8.92 µM; 0.54% of 370,000 active;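 active means inhibition exceeding the mean over every tested compound plus 3 SD, cut at about 30% in these data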;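 further: 0% = plate median of compound wells and 100% = S159A mutant with DMSO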
Target sequence (Q8VD66 whole entry, looked up, the tested form may be a part): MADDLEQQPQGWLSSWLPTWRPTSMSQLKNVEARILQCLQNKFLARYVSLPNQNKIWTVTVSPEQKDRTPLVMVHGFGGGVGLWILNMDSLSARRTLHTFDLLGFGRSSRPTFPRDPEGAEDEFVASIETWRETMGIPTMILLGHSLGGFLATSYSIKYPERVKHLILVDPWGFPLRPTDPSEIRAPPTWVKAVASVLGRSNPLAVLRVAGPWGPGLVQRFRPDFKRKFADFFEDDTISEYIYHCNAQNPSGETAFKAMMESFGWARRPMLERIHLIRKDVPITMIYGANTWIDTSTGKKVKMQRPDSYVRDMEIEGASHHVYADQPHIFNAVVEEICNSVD
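Test system: mouse ABHD4 enzyme, wild type. Reagent: FP-Rh fluorescent activity-based probe, added after compound pre-incubation. Timing: pre-incubation 45 min, probe exposure 60 min, at 25 °C. Technique: FP readout, ex 525 nm / em 598 nm. Benchmarks: high control S159A mutant with DMSO, low control median of compound wells.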
SIAE primary = blocks human sialic acid acetylesterase | SIAE FP-Rh probe binding, fluorescence polarization | inhibition, % at 9.66 µM | AID 1053197 | 0.69% of 370,000 active;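 active means inhibition above a cutoff: mean of compounds within the control limits plus 3 SD of those, cut at about 17% in these data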;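 further: 0% = plate median of compound wells and 100% = probe without SIAE protein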
PRMT1 FP inh = inhibitors of human PRMT1 | Q99873 | recombinant PRMT1, activity-based probe fluorescence polarization | inhibition, % at 2.79 µM | 1.3% of 370,000 active | AID 652257;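 active means inhibition above about 21% made by adding two undisclosed values, limit read from the data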
An asterisk follows results filed as active; . = not tested or not shown; & = joins results of further samples. A portion of the library. The share of hits here may be higher or lower than overall.

SMILES	GC-A act	MBD2 inh	HTRA1 inhibitor	NPR2 activator	TCR-CD3 inh	rCAG RNA binder	UHRF1 MBD2 ctr	mABHD4 FP	SIAE primary	PRMT1 FP inh
CCN(CC)S(=O)(=O)N1CCC(C(=O)NCc2ccco2)CC1	-3	-1	-6	5	0	-2	-1	2	9	-2
COc1cc(OC)cc(C(=O)NC(=S)N(Cc2ccccc2)C(C)C)c1	3	-2	-7	5	-1	2	-1	6	3	2
CC1CCCCN1c1nnc(NC(=O)c2cc(-c3ccc(Br)cc3)on2)s1 (stereo unspecified)	0	2	-2	-3	-6	5	1	11	1	4
COc1ccc2cc(S(=O)(=O)N3CCCC(C)C3)ccc2c1 (stereo unspecified)	0	-2	-5	1	1	1	0	0	-2	-2
COc1ccc(OCC(O)CNS(=O)(=O)c2cccs2)cc1 (stereo unspecified)	2	4	5	2	1	-4	3	6	-7	1
Cc1nc(NCc2ccco2)c2cn[nH]c2n1	0	3	-5	-3	4	0	-1	-3	0	-2
O=c1cc(CN2CCCC2)c2c(ccc3ccccc32)o1	-2	-4	.	-6	-2	16	-4	13	9	1
CCN(CC(=O)N1CCCCC1)S(=O)(=O)c1ccccc1	2	3	4	6	2	-6	1	-7	-3	2
COc1ccc2oc(=O)c(-c3ccccc3C(=O)N3CCOCC3)cc2c1	1	-2	4	0	6	3	0	3	-2	-1
COc1cc2c(cc1OC)CN(CC(=O)Nc1ccc(C)cc1)CC2	-6	-8	-5	-2	-3	0	-12	0	9	-2

Structures listed so far that have a furan ring, fused or not (2):
SMILES	GC-A act	MBD2 inh	HTRA1 inhibitor	NPR2 activator	TCR-CD3 inh	rCAG RNA binder	UHRF1 MBD2 ctr	mABHD4 FP	SIAE primary	PRMT1 FP inh
CCN(CC)S(=O)(=O)N1CCC(C(=O)NCc2ccco2)CC1	-3	-1	-6	5	0	-2	-1	2	9	-2
Cc1nc(NCc2ccco2)c2cn[nH]c2n1	0	3	-5	-3	4	0	-1	-3	0	-2

Following part
SMILES	GC-A act	MBD2 inh	HTRA1 inhibitor	NPR2 activator	TCR-CD3 inh	rCAG RNA binder	UHRF1 MBD2 ctr	mABHD4 FP	SIAE primary	PRMT1 FP inh
CCOC(=O)CNC(=O)N1CCCC(C(=O)c2cc(C)c(OC)c(C)c2)C1 (stereo unspecified)	0	-2	1	-2	5	-9	-1	0	2	1
CCC(=O)N1N=C(c2cccs2)CC1c1ccc(C)cc1 (stereo unspecified)	-1	3	-10	1	2	-4	-3	-18	0	-2
O=C(O)C1C2C=CC(C2)C1C(=O)Nc1ccc(Cl)c(Cl)c1 (stereo unspecified)	0	-7	-5	4	1	2	0	-1	1	-4
O=C(NCCc1c[nH]c2ccccc12)/C(=C/c1cccnc1)NC(=O)c1ccccc1	-3	3	4	0	6	-1	-1	-4	4	0
COC(=O)N/N=C\c1ccc(-c2cc(Cl)c(Cl)cc2Cl)o1	-7	-1	-14	-10	-4	4	-4	-4	5	-3
CC(C)[C@H](NC(=O)OC(C)(C)C)c1cc(C(=O)NCCO)c(N)s1	2	-5	.	-1	-4	-1	-2	1	-3	9
CCOC(=O)C1CCN(C(=O)CN(c2cc(Cl)ccc2OC)S(=O)(=O)c2ccccc2)CC1	-2	5	-9	-1	0	-8	1	7	5	2
O=C(CNCc1ccco1)Nc1cc(S(=O)(=O)N2CCOCC2)ccc1N1CCOCC1	-1	2	0	3	-9	5	3	5	-6	-1
COc1ccc(S(=O)(=O)N(CC(=O)N2CCCC2)Cc2ccccc2)cc1	-1	2	-2	-3	2	-5	0	2	0	-3
CCC(c1nnc(SCC(=O)Nc2cccc(S(N)(=O)=O)c2)n1-c1ccc(OC)cc1)N(C)C (stereo unspecified)	-3	-1	-1	4	1	6	-2	3	-7	-2

Entries from the list above containing a Cl atom:
SMILES	GC-A act	MBD2 inh	HTRA1 inhibitor	NPR2 activator	TCR-CD3 inh	rCAG RNA binder	UHRF1 MBD2 ctr	mABHD4 FP	SIAE primary	PRMT1 FP inh
O=C(O)C1C2C=CC(C2)C1C(=O)Nc1ccc(Cl)c(Cl)c1 (stereo unspecified)	0	-7	-5	4	1	2	0	-1	1	-4
COC(=O)N/N=C\c1ccc(-c2cc(Cl)c(Cl)cc2Cl)o1	-7	-1	-14	-10	-4	4	-4	-4	5	-3
CCOC(=O)C1CCN(C(=O)CN(c2cc(Cl)ccc2OC)S(=O)(=O)c2ccccc2)CC1	-2	5	-9	-1	0	-8	1	7	5	2

Continuation:
SMILES	GC-A act	MBD2 inh	HTRA1 inhibitor	NPR2 activator	TCR-CD3 inh	rCAG RNA binder	UHRF1 MBD2 ctr	mABHD4 FP	SIAE primary	PRMT1 FP inh
CCCCNC(=O)C1(N2C(=O)c3ccccc3C2=O)CCCC1	-2	-4	.	-2	-1	-1	-1	6	-4	4
COc1ccc(S(=O)(=O)NCCCc2ccccc2)cc1	-5	-3	-6	0	-3	-2	3	-2	1	-4
Cc1ccc2nc(SCc3nnc(-c4cccs4)o3)[nH]c2c1	3	-1	-5	5	7	7	1	-3	-6	1
O=C(NC1CCCCC1)c1cccc(S(=O)(=O)N2CCCCC2)c1	5	3	0	4	1	-3	3	4	3	-3
CCCc1sc(N)nc1-c1ccc(C)cc1	3	3	-4	-6	6	9	5	-7	-2	0
Cc1c(C(=O)N2CCCCC2)c(S(=O)(=O)NCc2ccc(N(C)C)cc2)c(C)n1C	-1	-3	-1	3	6	-7	9	0	7	0
Cc1nn(-c2cccc([N+](=O)[O-])c2)c(N)c1-c1ccccc1	-2	9	-1	0	-6	-2	4	-2	5	-2
O=C(CSc1n[nH]c(-c2ccncc2)n1)Nc1ccccc1	-2	-4	0	-2	5	1	0	0	6	-3
Cc1ccc(NC(=O)Nc2cccnc2)cc1Cl	-5	2	-15	6	-5	6	2	-10	-13	7
COc1ccc(/C=N/NC(=S)NCc2ccccc2)cc1OC	6	-3	3	0	1	1	17	8	2	3
CCCCN1C(=O)N2Cc3ccc(C)cc3C2CS1(=O)=O (stereo unspecified)	0	-5	.	-4	.	3	1	3	-6	-1
CCN(CCn1cccn1)Cc1ccccc1OCC(O)CN1CCc2ccccc2C1 (stereo unspecified)	-6	1	4	-2	8	-10	-2	-5	3	-4
CC1(C)N([O-])c2cc([N+](=O)[O-])ccc2[N+]1=O	2	-10	.	-4	16	25	7	37*	6	12
COc1cccc2cccc(/C=N/n3cnnc3)c12	3	-5	7	-3	0	4	-4	5	7	-1
COc1cc(C(=O)Nc2c(C(=O)O)[nH]c3ccc(Br)cc23)cc(OC)c1OC	0	2	20	-8	3	84*	-3	4	1	1
CC(C)(C)NS(=O)(=O)c1ccc(NC(=S)NC(=O)C2CCC2)cc1	0	0	-6	0	14	-3	-2	-4	0	0
C[C@@H]1C(=O)N2N=Cc3ccccc3[C@H]2N2N=Cc3ccccc3[C@@H]12	0	-6	.	-6	.	1	-2	4	-1	2
COC(=O)C1=C(Nc2ccc(OC)cc2)C=C(C)C(C(=O)OC)C1c1ccc(C)cc1 (stereo unspecified)	-3	0	-6	3	-2	2	-2	-2	6	-2
Cc1ccc(/C=N/n2nnnc2N)cc1	-1	-2	6	-2	0	-3	3	1	-2	-4
Cc1cccc(NC(=O)CNC(=O)[C@@H](Cc2ccccc2)NC(=O)[C@H]2O[C@@H](n3ccc(=O)[nH]c3=O)[C@H](O)[C@@H]2O)c1C	2	-5	.	8	-1	3	3	-3	0	-5
Cc1c(C(=O)NCCSCc2ccccc2Cl)cccc1[N+](=O)[O-]	-2	2	-13	2	-3	3	1	-1	-8	1
Cc1cccc(CC(=O)N2CCN=C2SCc2ccc([N+](=O)[O-])cc2)c1	2	-10	-8	-2	5	14	-4	-6	7	0
CCOC(=O)c1c(NC(=O)Cn2nnc3ccccc32)sc2c1CCC(C)C2 (stereo unspecified)	-1	-1	-66	-4	7	4	1	-5	-2	-1
CC(=O)N1CCOCCOCCN(C(C)=O)CCOCCOCC1	1	2	5	0	3	-1	0	-5	-3	-2
CCN(CC)S(=O)(=O)c1ccc2c(c1)nc(SC(C)C(N)=O)n2-c1ccc(OC)cc1 (stereo unspecified)	6	-7	-4	2	-4	-4	-3	1	-7	1
O=c1n(Cc2ccccc2)c(O)c2n1Cc1ccccc1N=C2c1ccc(C(F)(F)F)cc1	-1	-3	.	0	3	4	0	-2	1	-1
CSc1snc(SCC(N)=O)c1C#N	2	-6	11	0	5	-3	-1	0	-3	-2
C=CCNC(=O)c1ccc(N(C)S(=O)(=O)c2ccc(OC)cc2)cc1	-1	0	2	9	1	-2	3	-1	-4	1
CCOC(=O)c1[nH]c2cc3c(cc2c1NC(=O)CN1CCN(CCO)CC1)OCO3	10	5	8	6	-9	-5	0	3	2	3
CCN1/C(=C2\OC(=S)N(C)C2=O)Sc2ccccc21	6	-1	1	1	-4	3	4	-3	-4	4
C=CCn1c(SCC(=O)N(CCO)CCO)nc2sc3c(c2c1=O)CCC3	-4	1	-2	-3	-4	-3	-3	-1	-4	0
CCOc1ccc(Cl)cc1S(=O)(=O)N1CCC(C(=O)NCC2CCCO2)CC1 (stereo unspecified)	4	-4	3	-2	7	-4	2	-5	-1	1
N#C/C(=C\c1cccc(NC(=O)c2ccccc2Cl)c1)C(=O)NCCc1ccccc1	4	3	-43	-7	-1	11	-2	-28	-42	-1
CC(C)(NO)/C(=N/O)c1ccc(Br)cc1	0	4	2	3	3	4	-2	-1	2	1
Cc1ccc(NC(=O)C(=O)NCCN2CCN(S(C)(=O)=O)CC2)cc1C	0	5	1	2	5	-4	15	1	6	-2
COc1cc(C(=O)Nc2cc(Cl)ccc2-n2cncn2)ccc1OC(F)F	3	4	3	-6	-6	-6	5	-13	-2	4
CCCn1ncc(C(=O)NC2CCCN(Cc3ccc(Cl)cc3)C2)c1C (stereo unspecified)	-2	3	-5	-1	1	-4	2	-6	-6	-2
COc1ccc(Cn2cc(COC(=O)Nc3ccc(F)cc3)nn2)cc1	3	-5	.	2	.	0	1	0	-1	-2
Cc1cccc(Oc2cc(N)cc([N+](=O)[O-])c2)c1	6	2	1	-2	-4	-2	2	-15	-6	0
Cc1ccc2nc(SCC(=O)N3CCOCC3)[nH]c2c1	-2	6	1	1	-1	3	1	-8	-1	1
COC(=O)C1=C(C(=O)OC)[C@@H]2Nc3ccccc3[C@@]23C[C@@H](C(=O)OC)N(C(=O)c2cccs2)C3=N1	-1	0	-3	-6	-2	-3	-1	0	5	-2
Cc1ccc(S(=O)(=O)CCC(=O)Nc2nnc(-c3cccs3)o2)cc1	0	0	3	5	4	5	-2	-2	16	0
O=C(c1ccco1)N1CCN(Cc2ccc(F)cc2Cl)CC1	-3	-2	8	1	3	-5	-2	1	-13	12
O=C1Nc2ccccc2C1(O)Cc1ccncc1 (stereo unspecified)	0	2	0	-3	4	-2	.	-1	6	-1
Cc1cccc(NC(=O)c2sc3nc(N4CCOCC4)c4c(c3c2N)CCCC4)c1	27	-1	-25	15	5	8	-5	6	6	33*
CCCc1cc(=O)n2[nH]c(NCc3cccs3)nc2n1	3	-3	9	2	6	-1	-1	-1	-2	-3
Cc1onc(-c2c(Cl)cccc2Cl)c1C(=O)N[C@@H]1C(=O)N2[C@@H]1SC(C)(C)[C@@H]2C(=O)O	0&-1	-3&-2	4&8	-7&5	-4&-7	31&5	1&1	12&-2	-7&7	-5&4
COC(=O)c1ccc(CNCC(=O)Nc2ccc(C(=O)OC)cc2)cc1	1	2	-10	0	1	-5	-2	-3	-5	-2
COCCOc1ccc(C(F)(F)F)cc1NC(=O)Cc1ccc(S(=O)(=O)N2CCOCC2)s1	-2	-1	-10	-10	-7	6	0	-12	0	3
CCOc1ccc(-c2c(=O)n(OCc3ccccc3Br)c3ccccc3[n+]2[O-])c(OCC)c1	0	3	-6	-1	-5	1	0	4	3	5
O=C(C1COc2ccccc2O1)N1CCN(c2nc3ccccc3s2)CC1 (stereo unspecified)	-1	-1	1	-3	7	-6	-2	-8	7	-1
